# Rac1 GTP hydrolysis: MgcRacGAP GTPase-activating activity inhibitors, confirmation, biochemical, ADP Hunter fluorescence | Rac GTPase-activating protein 1 (Homo sapiens) | MgcRacGAP-stimulated Rac1 GTP hydrolysis, ADP Hunter fluorescence; higher % means a stronger effect; GST-tagged Rac1 F28L mutant substrate | one-dose inhibition, % at 30 µM; IC50 in µM for titrated hits | 340,000 tested, 0.6% active | AID 624330, 2012;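 active = first-screen hits whose inhibition reached a set limit at any dose in the follow-up dose series; inconclusive = inhibition above the set first-screen limit but never retested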;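 also: fluorescence reports GDP produced by GAP-driven GTP hydrolysis; strong numbers were not always called active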
# AID2073: inhibitors of Mint1-CaV2.2 protein interaction, biochemical, HTRF (AID 2073). Voltage-dependent N-type calcium channel subunit alpha-1B (Homo sapiens). HTRF protein-protein interaction, Mint1-CaV2.2; higher % means a stronger effect. one-dose inhibition, % at 20 µM; IC50 in µM for titrated hits. 290,000 tested, 0.19% active; in the data active = inhibition mostly above about 51%, no sharp cut-off; inconclusive = no clear call, values can overlap the other calls; inactive = mostly below about 53%; also: some results filed as inactive read as strong as hits
# West Nile virus CPE: West Nile virus antiviral activity, cell-based, CPE readout (AID 1621); West Nile virus-infected cells, CPE inhibition; higher % means a stronger effect; CPE inhibition, % at 10 µM, or IC50 in µM where a hit was titrated; 290,000 tested, 0.02% active; in the data active = a potency from the dose series; inconclusive = CPE inhibition mostly from about 3.7% at the one dose, without a potency; inactive = the rest, 99 in 100 with CPE inhibition below about 2.2%; also: strong numbers were not always called active
# UTI89 phage lysis: inhibition of K1F phage lysis, E. coli UTI89, bacterial capsule biogenesis inhibitors, alamar blue (AID 488966) | E. coli UTI89 K1F phage lysis, alamar blue, 2 h; higher % means a stronger effect | one-dose inhibition, % at 100 µM; IC50 in µM for titrated hits | 340,000 tested, 0.02% active;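 active = phage lysis inhibition, versus mean bacterial control, above a set limit; inconclusive = no clear call, values can overlap the other calls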;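 also: capsule biogenesis inhibitors block K1F phage lysis so surviving cells raise fluorescence; higher fluorescence means more inhibition of phage lysis; actives were called in the ten point dose series up to 300 µM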
# Siah-1 displacement: Siah-1 peptide-binding antagonists, primary screen, biochemical, fluorescence polarization, rhodamine-plectin, uHTS (AID 1817) | E3 ubiquitin-protein ligase SIAH1 (Homo sapiens) | Siah-1 / rhodamine-plectin peptide fluorescence polarization; higher % means a stronger effect | displacement, % at 20 µM; hits with a dose series show IC50 in µM | 290,000 tested, 0.02% active;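 active = displacement of at least 50% at 20 µM, with a fluorescence ratio check between 0.3 and a set limit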;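 also: plate controls were Siah plus tracer with DMSO for no effect and tracer alone without Siah for full effect; strong numbers were not always called active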
# SV40 large T antigen: SV40 large T antigen inhibitors, biochemical (AID 1903). one-dose inhibition, % at 20 µM; IC50 in µM for titrated hits. SV40 large T antigen ATPase/helicase inhibition assay; higher % means a stronger effect. 310,000 tested, 0.39% active; in the data active = a potency from the dose series; inconclusive = inhibition mostly from about 32% at the one dose, without a potency; inactive = the rest, 99 in 100 with inhibition below about 32%; also: strong numbers were not always called active
# NS5 inhibitors: Dengue-2 NS5 methyltransferase inhibitors, primary screen, biochemical, confirmation dose response (AID 588689). 340,000 tested, 0.3% active. inhibition, % at 25 µM; hits with a dose series show IC50 in µM. Dengue-2 NS5 methyltransferase capping enzyme assay, biochemical; higher % means a stronger effect; in the data active = a potency from the dose series; inconclusive = inhibition above about 29% without an active follow-up result
# NTR1 ag: agonists of NTR1, primary screen, imaging, U2OS cells, beta-arrestin-GFP, high content (AID 493036); NTR1-U2OS beta-arrestin-GFP spot imaging, agonist mode; 330,000 tested, 0.17% active; Neurotensin receptor type 1 (Homo sapiens), P30989; activation, % at 20 µM;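 active = activation at or above 40% of the spot to cytoplasm intensity ratio, with at least 20 cells analyzed; inconclusive = wells under 20 cells, flagged as cytotoxic or low count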;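 also: 0% = DMSO without peptide and 100% = 100 nM NTR1 peptide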
# Target sequence (P30989 whole entry, looked up): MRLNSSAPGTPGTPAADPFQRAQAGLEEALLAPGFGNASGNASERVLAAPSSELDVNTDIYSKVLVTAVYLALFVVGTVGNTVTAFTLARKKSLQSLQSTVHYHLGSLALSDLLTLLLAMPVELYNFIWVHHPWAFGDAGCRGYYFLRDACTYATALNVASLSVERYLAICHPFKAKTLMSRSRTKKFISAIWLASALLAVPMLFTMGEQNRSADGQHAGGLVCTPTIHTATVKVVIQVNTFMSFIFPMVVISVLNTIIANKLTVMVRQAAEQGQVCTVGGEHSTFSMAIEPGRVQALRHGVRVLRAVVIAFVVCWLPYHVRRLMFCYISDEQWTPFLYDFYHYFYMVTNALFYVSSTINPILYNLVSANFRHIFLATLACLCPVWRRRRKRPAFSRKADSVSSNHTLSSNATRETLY
# RSV antiviral HEp-2: RSV antiviral activity via CPE protection, HEp-2 cells, primary 10 µM value included (AID 2391); HEp-2 cells, RSV-induced CPE inhibition; higher % means a stronger effect; CPE inhibition, % at 10 µM; hits with a dose series show IC50 in µM; 310,000 tested, 0.13% active; in the data active = a potency from the dose series; inconclusive = CPE inhibition mostly from about 23% at the one dose, without a potency; inactive = the rest, 99 in 100 with CPE inhibition below about 21%; also: strong numbers were not always called active
# NTR1 ag cell count 20 µM: second read-out of NTR1 ag, no call of its own (marks repeat the call); cell count; measured here: cell count, cytotoxicity flag
# NS5 inhibitors pilot replicate: recorded beside NS5 inhibitors, whose call it bears; inhibition, %; measured here: pilot screen replicate inhibition
# Numbers without * were called inactive; i = inactive; ? = inconclusive; . = not tested or not shown; & = joins results of further samples; [ ] = dose if it differs, or a comment.
SMILES,Rac1 GTP hydrolysis,AID2073,West Nile virus CPE,UTI89 phage lysis,Siah-1 displacement,SV40 large T antigen,NS5 inhibitors,NTR1 ag,NTR1 ag cell count 20 µM,RSV antiviral HEp-2,others
CN(c1ccc(O)cc1)c1nc(-c2cccnc2)cs1,17µM*,-12%,-1.0%,-0.8%,-3%,36%,-12%,0.0,44,21%,
COc1cccc(CN2CCNC(=O)C2CC(=O)NCCn2nc(C)cc2C)c1OC (stereo not drawn),8%,4%,0.7%,-0.1%,1%,7%,1%,3.0,56,1.1%,
O=C(CC12CC3CC(CC(C3)C1)C2)N1CCOCC1,1%,-3%,-0.1%,0.6%,3%,0%,-5%,2.7,40,1.8%,
Fc1ccc(OCc2nn3cnnc3s2)cc1,10%,-2%,-0.1%,-0.1%,0%,3%,5%,-0.8,88,2.3%,
CC[C@H]1c2[nH]c3ccccc3c2C[C@H]2C(=O)N(c3ccc(F)cc3)C(=O)N21,5%,.,.,0.9%,.,14%,2%,-2.1,103,.,
COc1ccc(/C=C/C(=O)OCC(=O)NCc2cccs2)cc1OC,4%,5%,-0.2%,4.6%[50 µM],2%,11%,-11%,0.2,31,2.6%,
COc1ccccc1NC(=O)CSc1nc2sc3c(c2c(=O)n1-c1ccccc1)CCN(C)C3,15%,4%,0.4%,0.2%,-5%,13%,-40%,1.7,74,0.8%,
CCOc1ccc(C2/C(=C(\O)c3ccc4c(c3)OCCO4)C(=O)C(=O)N2CCCN2CCOCC2)cc1OC (stereo not drawn),6%,4%,0.6%,0.0%,2%,17%,-15%,-2.2,52,0.8%,
COc1ccc(-c2cc(C(=O)Nc3cccnc3Cl)no2)cc1,9%,-13%,0.2%,0.1%,2%,7%,-10%,-0.7,41,1.1%,
Cc1cc(C)n(CC(O)COc2ccc(C(C)(C)C)cc2)n1 (stereo not drawn),10%,-6%,0.1%,0.3%,-2%,7%,-2%,2.2,50,1.5%,
Cc1nn(-c2ccc(Cl)cc2)c2[nH]c(CCl)cc(=O)c12,-16%,49%,-0.8%,0.2%,0%,5%,-5%,0.1,53,2.0%,
O=C(Nc1ccc2oc(-c3cccnc3)nc2c1)c1cccnc1,13%,0%,-0.2%,1.1%,-5%,10%,-8%,2.9,71,1.7%,
Cc1ccc(NS(=O)(=O)c2ccc(N3C(=O)CCC3=O)cc2)cc1,11%,-7%,-0.3%,0.6%,7%,-4%,-5%,-1.9,68,-0.1%,NS5 inhibitors pilot replicate=-2.1
CCN1CCN(c2ccc(NC(=O)c3cc(OC)c(OC)c(OC)c3)cc2)CC1,4%,7%,0.2%,-0.7%,-2%,7%,0%,0.9,65,-0.9%,
COc1ccc(OC)c(NC(=O)CN2c3cccc4cccc(c34)S2(=O)=O)c1,2%,.,.,0.4%[50 µM],.,.,-9%,0.9,53,.,
CCCN(CCC)CCNc1c(N2CCN(C(=O)OCC)CC2)c(=O)c1=O,9%,-10%,.,-0.7%,1%,2%,4%,-1.0,91,.,
O=C(O)CCc1ccc(-c2ccccc2)n1NC(=O)c1cccs1,1%,6%,-0.1%,-0.2%,4%,29%,-2%,-0.7,55,1.1%,
O=C(NOC(=O)c1ccccc1Cl)c1cccs1,-5%,10%,-0.4%,0.2%,4%,19%,8%,3.4,79,0.9%,
O=C(c1ccc(F)cc1)C1CCN(C(=O)Nc2ccc(F)cc2F)CC1,8%,0%,-0.5%,-0.7%,-2%,4%,-4%,-0.1,51,15%,
COc1ccc(NC(=O)CC(C(=O)O)N2CCCCC2)cc1 (stereo not drawn),6%,14%,.,0.8%,1%,-8%,-2%,6.0,61,0.5%,
Cc1ccc(-c2csc(SCC(=O)c3c(N)n(C4CC4)c(=O)[nH]c3=O)n2)cc1,-1%,.,.,1.1%[50 µM],.,.,-7%,1.0,50,.,
COc1cc(OC)cc(C(=O)NC2CC3CCC(C2)N3Cc2ccco2)c1 (stereo not drawn),7%,-6%,-0.4%,-0.1%,4%,9%,0%,.,.,.,
Cc1ccc(SCC2=NNC(=O)C2)cc1,-4%,4%,0.2%,-0.1%,9%,?,14%,-1.6,80,0.0%,NS5 inhibitors pilot replicate=2.7
COc1ccc(NC(=O)/C(=C\c2ccncc2)NC(=O)c2ccccc2)cc1,6%,-12%,0.1%,0.4%,9%,15%,5%,-0.7,34,1.3%,
CC1=C(C(=O)OCCC(C)C)C(c2ccc3c(c2)OCO3)NC(=O)N1 (stereo not drawn),7%,-6%,-1.6%,0.0%,6%,14%,3%,-0.3,53,11%,NS5 inhibitors pilot replicate=1.2
CCOC(=O)c1cc(C#N)c(Nc2ccccc2OC)nc1C(F)(F)F,-3%,18%,0.1%,-0.4%,0%,9%,-7%,1.0,45,4.7%,
COc1ccc(CN2CC(C(=O)NCCCOC(C)C)CC2=O)cc1 (stereo not drawn),12%,-3%,0.3%,-0.3%,0%,17%,-5%,0.5,47,1.5%,
Nc1cc(C(=O)c2ccccc2)ccc1[N+](=O)[O-],1%,13%,-0.2%,-0.4%,23%,-1%,-5%,-0.1,31,6.7%,
COc1ccc(/C=C/C(=O)O)cc1COc1cccc(C)c1,7%,-5%,0.4%,3.8%,1%,-38%,-5%,2.4,75,0.9%,
CCOC(=O)N1CCC(N2C(=O)c3ccc(C(=O)NCc4ccco4)cc3C2=O)CC1,4%,30%,0.4%,i,2%,8%&12%,2%,0.4,56,1.8%,
CC(=O)Nc1cnn(Cc2ccc(Br)cc2)c1,16%,1%,0.3%,-1.5%,2%,2%,1%,-1.4,65,0.5%,
CC1Cc2cc(/C(O)=C3/C(=O)C(=O)N(CCCn4ccnc4)C3c3cccc([N+](=O)[O-])c3)ccc2O1 (stereo not drawn),1%,2%,0.5%,0.4%,3%,13%,-7%,-1.2,58,1.6%,
Cc1ccc(N=C2NC(=O)C(CO)(CO)S2)cc1,15%,-5%,-0.2%,1.3%,-1%,2%,0%,-0.4,46,0.5%,
CC(C)CCN(CCC(C)C)C(=O)Cc1c(O)c2ccccc2[nH]c1=O,-6%,-2%,0.1%,0.2%,12%,10%,-2%,1.4,48,-1.8%,
COc1cc(C(=O)Nc2cccc(C)c2C)c(Br)c(OC)c1OC,11%,-3%,-0.3%,0.0%,0%,9%,-7%,-0.2,72,0.4%,
CCOC(=O)C1=C(CN2CCN(C(=O)c3ccco3)CC2)NC(=O)NC1c1ccc(Cl)cc1 (stereo not drawn),1%,12%,-0.1%,-0.3%,2%,5%,-13%,1.4,60,3.5%,
CCCCn1nnc(NC(=O)c2ccco2)n1,7%,14%,-0.1%,0.6%,0%,4%,-1%,-1.1,23,-0.2%,
C=CCN=C1SC(CC)C(=O)N1S(=O)(=O)c1ccc(C)cc1 (stereo not drawn),-3%,-1%,-0.2%,6.0%,-1%,-5%,-7%,-0.7,60,1.0%,
COCCCNc1nc2ccccc2nc1NS(=O)(=O)c1ccc(C)cc1C,6%,0%,-0.2%,-0.2%,-1%,17%,1%,0.7,53,0.6%,
CCN1CCN(C(c2cccs2)C(C)NC(=O)NC2CCCCC2)CC1 (stereo not drawn),7%,11%,0.0%,1.3%,6%,3%,-3%,-4.2,64,1.4%,
CCN(CC(=O)Nc1c(F)cccc1F)C(=O)Cc1ccc(OC)c(S(=O)(=O)N2CCOCC2)c1,1%,.,.,0.0%[50 µM],.,15%,1%,-0.6,53,-0.6%,
CCOc1ccc(-c2nc(-c3ccc(OC)c(OC)c3)no2)cc1OCC,.,10%,0.1%,.,2%,10%,.,.,.,.,
Cc1ccc(NC2=C(Cl)C(=O)N(C3CCCCC3)C2=O)cc1,4%,-7%,-0.2%,1.5%[50 µM],1%,-1%,3%,5.1,76,1.6%,
S=C(Nc1cccnc1)Nc1cccc2cnccc12,5%,80%,0.3%,0.1%,94%,11%,10%,1.3,58,1.2%,
O=C(CN(C(=O)Cn1nnc(-c2cccs2)n1)c1ccc2c(c1)OCCO2)NC1CCCCC1,4%,-1%,-0.6%,0.6%,-2%,3%,-3%,-0.2,57,-1.0%,
Cc1csc(SCC(=O)c2cc(C)n(Cc3cccs3)c2C)n1,6%,50%,0.1%,2.2%,-1%,1%,-11%,0.4,53,3.0%,
Nc1cc(N)nc(SCC(=O)c2ccccc2)n1,6%,-9%,0.1%,0.4%,6%,9%,3%,1.1,73,4.7%,
O=C(N/N=C/c1ccc(Br)s1)Nc1ccccc1,8%,6%,-0.8%,0.7%,-5%,10%,2%,18,45,0.4%,
Cc1ccc(S(=O)(=O)N2CCC(=O)N(CCOCc3ccc(Cl)cc3)CC2)cc1,9%,7%,-1.3%,-1.3%,-7%,-2%,1%,7.0,92,0.6%,
COc1ccc(-c2c(C(F)(F)F)[nH]n3c(=O)cc(-c4ccccc4)nc23)cc1,17%,?,0.1%,0.0%,9%,13%,9%,2.5,43,1.8%,
# Further records.
SMILES,Rac1 GTP hydrolysis,AID2073,West Nile virus CPE,UTI89 phage lysis,Siah-1 displacement,SV40 large T antigen,NS5 inhibitors,NTR1 ag,NTR1 ag cell count 20 µM,RSV antiviral HEp-2,others
Cc1ccccc1CN1CCC(n2nccc2NC(=O)CCCc2ccccc2)CC1,6%,-4%,0.0%,1.0%,4%,8%,-9%,0.7,63,0.5%,
CN(C)S(=O)(=O)Oc1ccc(Cl)cc1C(=O)Nc1cccc(C(F)(F)F)c1,5%,-4%,-1.9%,5.0%,2%,10%,-2%,0.2,85,4.8%,
Cc1ccc2nc(SCC(=O)c3c(N)n(C4CC4)c(=O)[nH]c3=O)[nH]c2c1,2%,.,.,-0.1%[50 µM],.,.,-1%,0.0,65,.,
Cc1ccc(-n2c(=O)c3sccc3n(Cc3cc(=O)n4ccccc4n3)c2=O)cc1F,.,7%,0.1%,.,-2%,8%,.,4.4,58,9.9µM*,
CC(NC(=S)Nc1ccc(OC(F)F)c(Cl)c1)C(C)(C)C (stereo not drawn),2%,-2%,-0.4%,-0.3%,0%,7%,-6%,9.8,28,8.6%,
CCCn1c(SCC(=O)c2ccc3c(c2)OCCO3)n[nH]c1=O,11%,-4%,-0.4%,-0.1%,-1%,12%,-9%,-0.4,28,-0.1%,

# Compound activity deposited in PubChem by several laboratories.
